Dengue-2 NS5 capping = Dengue-2 NS5 methyltransferase inhibitors, primary screen, biochemical, confirmation dose response (AID 588689) | one-dose inhibition, % at 25 µM; IC50 in µM for titrated hits | Dengue-2 NS5 methyltransferase capping enzyme assay, biochemical; higher % means a stronger effect | 340,000 tested, 0.3% active; in the data active = a potency from the dose series
Large T inhibition = SV40 large T antigen inhibitors, biochemical (AID 1903) | SV40 large T antigen ATPase/helicase inhibition assay; higher % means a stronger effect | inhibition, % at 20 µM, or IC50 in µM where a hit was titrated | 310,000 tested, 0.39% active; in the data active = a potency from the dose series; also: strong numbers were not always called active
LYP inhibition = inhibitors of LYP phosphatase, biochemical, fluorescence intensity, uHTS (AID 1779); recombinant LYP phosphatase, fluorescence intensity; higher % means a stronger effect; 290,000 tested, 0.054% active; one-dose inhibition, % at 11.5 µM; IC50 in µM for titrated hits; in the data active = inhibition above about 50%;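 also: plate controls were vehicle with enzyme for no effect and no enzyme for full effect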
RSV CPE inhibition = inhibition of RSV-induced cytopathic effect – HEp-2 cells, primary 10 µM value included (AID 2391); 310,000 tested, 0.13% active; CPE inhibition, % at 10 µM, or IC50 in µM where a hit was titrated; HEp-2 cells, RSV-induced CPE inhibition; higher % means a stronger effect; in the data active = a potency from the dose series; also: strong numbers were not always called active
XIAP displacement = small molecules displacing peptide from XIAP – biochemical, IAP family, fluorescence polarization (AID 1018); displacement, % at 20 µM, or IC50 in µM where a hit was titrated; 200,000 tested, 0.007% active; XIAP BIR domain, fluorescence polarization peptide displacement; higher % means a stronger effect; in the data active = displacement above about 50%; also: a part of the inactive calls stands beside numbers as strong as those of hits
MgcRacGAP inhibition = MgcRacGAP GTPase-activating activity inhibitors, confirmation, biochemical, ADP Hunter fluorescence; MgcRacGAP-stimulated Rac1 GTP hydrolysis, ADP Hunter fluorescence; higher % means a stronger effect; GST-tagged Rac1 F28L mutant substrate; inhibition, % at 30 µM; hits with a dose series show IC50 in µM; 340,000 tested, 0.6% active;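 active = first-screen hits whose inhibition reached a set limit at any dose in the follow-up dose series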;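 also: fluorescence reports GDP produced by GAP-driven GTP hydrolysis; strong numbers were not always called active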
HIV fusion peptide = cell-free HIV fusion peptide-binding blockers – biochemical, uHTS, fluorescence dequenching, primary screen (AID 1986) | 290,000 tested, 0.3% active | inhibition, % at 20 µM; hits with a dose series show IC50 in µM | cell-free peptide binding, fluorescence dequenching, 30 min; higher % means a stronger effect; in the data active = inhibition mostly above about 52%, no sharp cut-off; inactive = mostly below about 76%; also: some results filed as inactive read as strong as hits
Siah-1 displacement = blockers of Siah-1 interaction with plectin peptide – biochemical, fluorescence polarization, rhodamine-plectin, uHTS, primary screen (AID 1817). displacement, % at 20 µM; hits with a dose series show IC50 in µM. Siah-1 / rhodamine-plectin peptide fluorescence polarization; higher % means a stronger effect. 290,000 tested, 0.02% active;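 active = displacement of at least 50% at 20 µM, with a fluorescence ratio check between 0.3 and a set limit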;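 also: plate controls were Siah plus tracer with DMSO for no effect and tracer alone without Siah for full effect; strong numbers were not always called active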
AID2073 = inhibitors of Mint1-CaV2.2 protein interaction, biochemical, HTRF (AID 2073); HTRF protein-protein interaction, Mint1-CaV2.2; higher % means a stronger effect; one-dose inhibition, % at 20 µM; IC50 in µM for titrated hits; 290,000 tested, 0.19% active; in the data active = inhibition mostly above about 51%, no sharp cut-off; also: some results filed as inactive read as strong as hits
* marks the source's active call; other numbers are inactive results; . = no result given.

1. CCc1nnc(NC(=O)C2CC(=O)N(Cc3ccco3)C2)s1 (stereo not drawn)
2. C1CCC(NC2=NCCC2)CC1
3. CCCS(=O)(=O)N1CCC(C(=O)NCCC(C)C)CC1
4. Cc1ccc(S(=O)(=O)Nc2ccccc2N2CCOCC2)cc1
5. COc1ccc(OCC(Cn2cnc3ccccc32)OC(C)=O)cc1 (stereo not drawn)
6. CNC(=O)COC(=O)/C=C/c1ccco1
7. CC(C)c1ccc(C2NC(=O)CCC2[N+](=O)[O-])cc1 (stereo not drawn)
8. CCCS(=O)(=O)N1CCC(C(=O)NCCc2ccc(C)cc2)CC1

screen / no. | 1 | 2 | 3 | 4 | 5 | 6 | 7 | 8
MgcRacGAP inhibition | 7% | 9% | 0% | 5% | 6% | 9% | 10% | 11%
RSV CPE inhibition | 1.0% | 0.8% | -0.5% | 3.3% | 1.4% | 2.0% | 0.8% | 0.8%
XIAP displacement | -2.3% | -1.9% | -0.8% | . | -1.3% | -2.3% | -6.7% | -2.9%
Siah-1 displacement | 3% | 4% | -2% | 2% | -1% | 7% | 0% | 0%
Dengue-2 NS5 capping | 2% | -2% | 11% | 1% | -12% | 2% | -7% | 3%
HIV fusion peptide | -0.5% | 3.5% | -1.1% | -0.8% | -1.4% | 1.4% | -0.4% | 1.2%
Large T inhibition | 9% | 6% | 7% | 24% | 19% | 5% | . | 1%
AID2073 | 2% | 22% | -4% | -2% | -7% | 0% | -12% | -6%
LYP inhibition | -4% | -3% | -6% | -9% | -11% | 1% | -4% | 2%

9. CCOc1ccc(CCNC(=O)c2cc3ccccn3n2)cc1OCC
10. C[C@@H](C(=O)Nc1ccc2c(c1)OCO2)n1c(=O)[nH]c2ccccc2c1=O
11. NC(=O)c1ncc(C(F)(F)F)cc1Oc1cccc(F)c1
12. COCCCn1c(-c2ccccc2Cl)n[nH]c1=S
13. CC(C)(C)NC(=O)COC(=O)CCC(=O)c1cccs1
14. O=C(c1cccc(S(=O)(=O)N2CCCC2)c1)N(Cc1ccco1)C1CCS(=O)(=O)C1 (stereo not drawn)
15. Cn1cc(CNCc2ccc(-n3cccn3)cc2)c(-c2ccccc2F)n1
16. CCOc1ccccc1C(=O)N/N=C/c1coc2ccc(C)cc2c1=O

screen / no. | 9 | 10 | 11 | 12 | 13 | 14 | 15 | 16
MgcRacGAP inhibition | 2% | 2% | 4% | 9% | -6% | 4% | 3% | 8%
RSV CPE inhibition | 1.8% | 1.6% | 2.3% | 1.5% | 0.6% | -1.2% | -1.2% | 5.0%
XIAP displacement | -1.9% | . | -5.3% | 2.6% | -3.3% | -5.3% | -4.0% | .
Siah-1 displacement | 2% | -11% | 0% | 1% | 3% | 2% | 0% | 16%
Dengue-2 NS5 capping | -4% | 4% | -4% | -15% | 5% | 3% | -2% | 1%
HIV fusion peptide | -1.6% | -3.5% | 2.5% | 0.2% | -0.9% | -0.5% | 0.8% | -1.5%
Large T inhibition | 5% | 5% | 6% | -3% | 10% | 7% | 0% | 13%
AID2073 | 6% | 5% | 3% | -12% | 5% | 0% | -6% | 24%
LYP inhibition | -4% | -4% | -7% | -2% | -3% | -7% | -3% | -1%

Just RSV CPE inhibition, MgcRacGAP inhibition and Large T inhibition (four entries from above):
| item | Structure | RSV CPE inhibition | MgcRacGAP inhibition | Large T inhibition |
| --- | --- | --- | --- | --- |
| 7 | CC(C)c1ccc(C2NC(=O)CCC2[N+](=O)[O-])cc1 (stereo not drawn) | 0.8% | 10% | . |
| 2 | C1CCC(NC2=NCCC2)CC1 | 0.8% | 9% | 6% |
| 5 | COc1ccc(OCC(Cn2cnc3ccccc32)OC(C)=O)cc1 (stereo not drawn) | 1.4% | 6% | 19% |
| 12 | COCCCn1c(-c2ccccc2Cl)n[nH]c1=S | 1.5% | 9% | -3% |

Other entries follow.
17. CCOc1ccc(C(=O)NCc2ccncc2)cc1OCC
18. CCOC(=O)/C=C1\NC(C)(C)Cc2cc(OC)c(O)cc21
19. CN(c1ccc(C(=O)NCc2cccnc2)cc1)S(=O)(=O)c1ccc(Cl)cc1
20. O=C(CCc1ccccc1)Nc1nc2nc(-c3ccccc3)cc(=O)n2[nH]1
21. CSc1nc2ccccc2n1Cc1cccc([N+](=O)[O-])c1
22. COCC1CCCN(C(=O)c2cc(COc3ccc4ncccc4c3)on2)C1 (stereo not drawn)
23. CCCSc1nc(SCC(=O)NCc2ccccc2)c2c3c(sc2n1)COC(C)(C)C3
24. Cc1ccc(S(=O)(=O)NCCC(=O)OCC(=O)NC(=O)c2cccn2C)cc1

screen / no. | 17 | 18 | 19 | 20 | 21 | 22 | 23 | 24
MgcRacGAP inhibition | 0% | 0% | 7% | 3% | 8% | 7% | 0% | 13%
RSV CPE inhibition | 1.1% | 4.1% | 6.7% | 0.7% | 3.0% | 0.2% | 0.6% | -1.6%
XIAP displacement | -2.4% | -6.5% | . | -4.4% | -11% | . | 1.2% | .
Siah-1 displacement | 0% | -2% | -2% | 4% | -6% | -1% | -5% | 0%
Dengue-2 NS5 capping | 4% | -1% | -2% | 3% | 0% | -6% | -6% | -2%
HIV fusion peptide | 0.5% | 0.1% | 0.7% | -1.8% | -2.0% | -0.3% | -0.5% | -1.5%
Large T inhibition | 2% | 16% | 4% | -27% | 19% | 33% | -2% | 8%
AID2073 | -11% | 20% | 5% | 2% | 14% | 5% | 10% | 26%
LYP inhibition | -8% | -5% | -10% | -7% | -1% | -4% | -10% | -4%

25. O=C(Nc1cnc2ccccc2c1)N1CCOCC1
26. CN(C)C(=O)c1cc2cc([N+](=O)[O-])ccc2s1
27. Cc1ccc(S(=O)(=O)N(C)C)cc1NC(=O)c1cncc(Br)c1
28. CC1(C)CC(NCc2ccncc2)CC(C)(C)N1
29. CCOC(=O)c1c(C)[nH]c(C2=NNC(=Nc3ccc(OCC)cc3)SC2)c1C
30. C=CCn1c(C)cc(C(=O)Cn2c(C(C)O)nc3ccccc32)c1C (stereo not drawn)
31. O=C1CCCc2c1nc(-c1ccc([N+](=O)[O-])cc1)n2O
32. Cn1nnc2cc(C(=O)N3CCSCC3)ccc21

screen / no. | 25 | 26 | 27 | 28 | 29 | 30 | 31 | 32
MgcRacGAP inhibition | 2% | 7% | 2% | 0% | 19% | 2% | 0% | 5%
RSV CPE inhibition | 1.0% | 0.2% | 2.3% | -0.2% | 1.8% | 6.9% | . | 2.6%
XIAP displacement | -4.9% | -22% | -5.2% | -4.9% | -5.7% | -8.3% | . | -0.8%
Siah-1 displacement | -2% | -4% | 1% | 5% | -12% | 1% | -2% | 1%
Dengue-2 NS5 capping | -7% | -2% | 0% | -6% | 6% | -1% | 6% | -6%
HIV fusion peptide | 0.2% | 0.3% | -0.8% | -0.9% | 12% | -1.5% | -1.4% | -0.3%
Large T inhibition | -1% | 0% | 15% | 12% | 18% | 2% | 8% | 4%
AID2073 | -3% | -2% | 5% | -10% | -5% | 0% | 24% | -2%
LYP inhibition | -8% | -5% | -6% | -7% | 8% | 10% | 0% | -7%

Reprinted, entries 1 to 4
1. CCc1nnc(NC(=O)C2CC(=O)N(Cc3ccco3)C2)s1 (stereo not drawn)
2. C1CCC(NC2=NCCC2)CC1
3. CCCS(=O)(=O)N1CCC(C(=O)NCCC(C)C)CC1
4. Cc1ccc(S(=O)(=O)Nc2ccccc2N2CCOCC2)cc1

screen / no. | 1 | 2 | 3 | 4
MgcRacGAP inhibition | 7% | 9% | 0% | 5%
RSV CPE inhibition | 1.0% | 0.8% | -0.5% | 3.3%
XIAP displacement | -2.3% | -1.9% | -0.8% | .
Siah-1 displacement | 3% | 4% | -2% | 2%
Dengue-2 NS5 capping | 2% | -2% | 11% | 1%
HIV fusion peptide | -0.5% | 3.5% | -1.1% | -0.8%
Large T inhibition | 9% | 6% | 7% | 24%
AID2073 | 2% | 22% | -4% | -2%
LYP inhibition | -4% | -3% | -6% | -9%

Next part:
33. CCCCCn1c(=O)[nH]c2cc(C(=O)NCCN3C(C)CCCC3C)ccc2c1=O (stereo not drawn)
34. O=C(/C=C/NCc1cccnc1)c1ccc(Br)cc1
35. COc1ccc(CC(=O)n2[nH]c(=O)c3ccccc3c2=O)cc1OC
36. COC(=O)c1c(C)nn(-c2ccc(F)c(Cl)c2)c1-c1cc(C)on1
37. O=C(NC(Cc1ccccc1)C(=O)N1CCc2ccccc2C1)c1ccccc1 (stereo not drawn)
38. Oc1ccccc1/C=N/NC(=S)NCCc1ccccc1
39. c1coc(C2Nc3ccccc3-c3nc4ccccc4n32)c1 (stereo not drawn)
40. CN(C)c1nc(SCC(=O)Nc2ccccc2)nc(N2CCOCC2)n1

screen / no. | 33 | 34 | 35 | 36 | 37 | 38 | 39 | 40
MgcRacGAP inhibition | 2% | 12% | 18% | 4% | -1% | 11% | 5% | 1%
RSV CPE inhibition | -1.1% | 2.7% | 1.5% | 4.5% | 2.4% | 7.7% | 15% | 5.1%
XIAP displacement | . | . | . | . | . | . | -20% | -6.4%
Siah-1 displacement | -5% | . | 2% | 3% | 0% | 8% | -1% | -1%
Dengue-2 NS5 capping | -2% | -2% | 6% | 0% | 2% | 4% | -9% | 1%
HIV fusion peptide | -1.8% | . | -0.1% | -0.5% | -0.7% | -3.0% | 2.0% | -1.3%
Large T inhibition | -1% | 22% | 8% | 6% | 3% | 11% | 0% | 16%
AID2073 | 9% | . | -6% | 3% | -4% | 16% | 19% | 5%
LYP inhibition | -8% | . | -10% | -1% | -4% | -4% | -5% | 2%

Another view of 3 compounds above.
Order of results: MgcRacGAP inhibition | RSV CPE inhibition | XIAP displacement | Siah-1 displacement | Dengue-2 NS5 capping | HIV fusion peptide | Large T inhibition | AID2073 | LYP inhibition
(36) COC(=O)c1c(C)nn(-c2ccc(F)c(Cl)c2)c1-c1cc(C)on1
→ 4% | 4.5% | . | 3% | 0% | -0.5% | 6% | 3% | -1%
(37) O=C(NC(Cc1ccccc1)C(=O)N1CCc2ccccc2C1)c1ccccc1 (stereo not drawn)
→ -1% | 2.4% | . | 0% | 2% | -0.7% | 3% | -4% | -4%
(38) Oc1ccccc1/C=N/NC(=S)NCCc1ccccc1
→ 11% | 7.7% | . | 8% | 4% | -3.0% | 11% | 16% | -4%

The results go on:
41. Cc1[nH]c2ccccc2c1CCNC(=O)c1ccc2nccnc2c1
42. Cc1cc(C(=O)C(=O)N(C)C)c(C)n1-c1ccc(Cl)c(Cl)c1
43. CC(=O)NC(CCS(C)(=O)=O)C(=O)Nc1cc(C)on1 (stereo not drawn)
44. COc1ccc(C)cc1NC(=O)C(Sc1nnc2ccccn12)c1ccccc1 (stereo not drawn)
45. CCSc1ncc(/C=N/Nc2ccc(F)cc2)n1C
46. COc1ccc(N(CC(=O)NCc2cccc(OC)c2)S(=O)(=O)c2c(C)noc2C)cc1

screen / no. | 41 | 42 | 43 | 44 | 45 | 46
MgcRacGAP inhibition | 10% | 14% | -6% | 5% | 0% | 8%
RSV CPE inhibition | 0.0% | 1.9% | -0.8% | 2.9% | 1.1% | 0.3%
XIAP displacement | . | -6.3% | 1.1% | 0.6% | -1.6% | -1.6%
Siah-1 displacement | 1% | 5% | 15% | 0% | 8% | 3%
Dengue-2 NS5 capping | -5% | -5% | 2% | -3% | 12% | 2%
HIV fusion peptide | -0.9% | -1.6% | -0.2% | -2.0% | -0.1% | -2.1%
Large T inhibition | 1% | 6% | -1% | 2% | 3% | 2%
AID2073 | 6% | 2% | -1% | 31% | -14% | 3%
LYP inhibition | -4% | 1% | 1% | -1% | -6% | -4%
